Cneo AK release: Cryptococcus neoformans lysis via adenylate kinase release. C. neoformans lysis, adenylate kinase release luminescence, 4 h; normalised: neutral wells 0, clomiphene wells 100. lysis activity, % at 15 µM. 360,000 tested, 0.2% active;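 active = mean lysis activity across replicates of at least 80%, whatever share of replicates individually reach that level; inactive = mean lysis activity below 80%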
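Signal: Adenylate kinase release luminescence | Assay system: Log-phase Cryptococcus neoformans yeast cells | Input: Cells at 5 × 10^6 per mL | Buffer or medium: Fresh YPD growth medium | Compound: Single dose | Schedule: Static 4 h at 37 °C with compound, 1 h detection | Controls: Clomiphene | Read-out: Luminescence rise reflecting yeast cell lysis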
PGC1a acetyl inh: modulators of PGC1a acetylation | U2OS PGC1a acetylation, AlphaScreen anti-acetyl-lysine; with virally co-expressed GCN5 acetyltransferase | inhibition, % at 15.6 µM | 350,000 tested, 0.17% active;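 active = every replicate shows inhibition of at least 40%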;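 note: 0% = neutral control wells and 100% = positive control wells; some results beyond the cut were filed as inactive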
miR122 inh: miR-122 inhibition in Huh7 cells; activation (reporter increase), % at 12.5 µM; 340,000 tested, 0.3% active; Huh7 miR-122 Renilla luciferase sensor, 48 h; neutral wells = 0, positive control = 100;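 active = mean replicate activation score at least 90 and every replicate individually at or above 90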;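 note: higher luciferase means less miR-122 activity so hits act as miR-122 inhibitors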
CASP6 VEID inh: caspase-6 (human) enzyme inhibition | purified caspase-6, Z-VEID-R110 cleavage fluorescence | inhibition, % at 12.5 µM | P55212 | 350,000 tested, 0.53% active;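 active = mean inhibition across replicates at least about 35%, with every replicate also reaching that limit, limit read from the data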;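 note: 0% = median of neutral control wells and 100% = no fluorescence left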
Target sequence (P55212 24-179 limits assumed): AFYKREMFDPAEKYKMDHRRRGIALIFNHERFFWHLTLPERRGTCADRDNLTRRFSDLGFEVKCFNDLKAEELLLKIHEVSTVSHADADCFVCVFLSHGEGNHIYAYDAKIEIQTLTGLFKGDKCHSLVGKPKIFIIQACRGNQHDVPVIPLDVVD
Target sequence (P55212 194-293 limits assumed): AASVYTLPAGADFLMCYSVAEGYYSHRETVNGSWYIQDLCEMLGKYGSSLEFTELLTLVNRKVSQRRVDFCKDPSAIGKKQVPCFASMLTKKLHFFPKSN
FN deposition inh: fibronectin deposition inhibition | AH1F fibroblasts, Alexa488-fibronectin deposition fluorescence, overnight | inhibition, % at 12.6 µM | 350,000 tested, 0.086% active | AID 743247;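 active = mean inhibition across replicates of 30% or more, regardless of how many single replicates reach that level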;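 note: positive control wells lacked labelled fibronectin entirely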
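Measured by – fluorescence 485/525 nm · System – AH1F fibroblast monolayer, labelled fibronectin deposition · Amount – 10000 cells per well · Buffer or medium – serum-reduced DMEM (2% serum) · Doses – single dose, pinned · Also added – fluorescent fibronectin at 24 nM final · Schedule – 1 h cell attachment, overnight exposure to compound and label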
PAX8 reporter: inhibitors of PAX8 transcriptional activity in RMG-I cells | RMG-I TPO-luciferase reporter, SteadyGlo, 24 h | inhibition, % at 12.6 µM | 360,000 tested, 1.2% active | AID 652154;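 active = mean replicate inhibition at least 60% with every replicate also reaching 60%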;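 note: luciferase light reporting Pax8 driven TPO promoter activity; plate controls were median of neutral control wells for no effect and mitoxantrone controls for full effect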
LGR2 inh: blocks bursicon-induced cAMP signaling via Drosophila LGR2. HEK293 LGR2, CRE-luciferase, bursicon-stimulated, 4 h. inhibition, % at 9.99 µM. 380,000 tested, 0.35% active. AID 720647;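 active = drop in luminescence signal, shown as inhibition above about 50% in the replicate tests, limit read from the data, passing the limit was not always enough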;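 note: agonist challenge used bursicon conditioned medium at about half maximal strength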
EWS-Fli inh: blocks EWS/Fli oncoprotein-driven transcription; 350,000 tested, 0.67% active; inhibition, % at 12.6 µM; A673 NR0B1-luciferase reporter, viability-normalised; AID 651661;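 active = mean inhibition of at least 50% after viability correction, with every replicate also passing that limit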;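 note: firefly luciferase signal divided by Alamar Blue viability fluorescence both relative to DMSO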
The depositor's hits bear a star; / = no result given; & = joins results of further samples; [ ] = dose if it differs, or a comment.

canonical_smiles	Cneo AK release	PGC1a acetyl inh	miR122 inh	CASP6 VEID inh	FN deposition inh	PAX8 reporter	LGR2 inh	EWS-Fli inh
COc1ccccc1CNC(=O)COC(=O)c1ccncc1	-0.1	9.3	-3.0	1.5	-1.7	-8.2	0.7	-1.1
O=C(O)CC(C(=O)NCc1ccccc1)C1CCCO1 (configuration not stated)	-1.0	5.7	5.8	/	16.7	/	/	/
O=C(O)C1C=Cc2ccccc2N1C(=O)c1ccccc1 (configuration not stated) (tested in a mixture with another compound)	/	/	/	39.4*	/	11.2	-22.1	6.4
O=C(NC1CCCC1)N1CC2(C1)[C@@H](c1ccccc1)[C@@H](CO)N2CC1CCOCC1	/	1.8	/	1.7	/	/	4.9	-16.1
CC(NC(=O)c1ccccc1NS(=O)(=O)c1ccc(CCC(=O)O)cc1)c1ccccc1 (configuration not stated)	-0.6	3.5	7.0	6.1	-2.0	-3.8	-12.6	10.4
COc1cccc(C(=O)OCC(=O)NCC2CCCO2)c1 (configuration not stated)	/	/	/	-0.4	-4.5	/	5.1	1.7
COc1cc(C2c3cc4c(cc3C3OC(=O)C2C3CO)OCO4)cc(OC)c1OC (configuration not stated)	-0.1	1.9	12.6	-0.5	-12.7	75.7*	-50.3	38.3
C/C=C/c1cccc(-c2nc(C(=O)N3CCN(C)CC3)cc3c2[C@@H](CCO)N(C(=O)NC(C)C)C3)c1	/	/	/	7.1	-10.0&-5.9	-1.5	0.9	-0.2
O=C(NCCN1CCOCC1)c1cnn2c1NC(c1cccs1)CC2C(F)(F)F (configuration not stated)	/	-7.8	-3.1	0.9	-1.6	-2.0	-1.9	10.0
C[C@@H]1CCCCO[C@H](CN(C)C(=O)Nc2cccc3ccccc23)[C@@H](C)CN([C@@H](C)CO)C(=O)c2cc(NC(=O)Nc3ccc(C(F)(F)F)cc3)ccc2O1	0.6	8.7	-7.7[16.7 µM]	-2.4	/	7.6	28.4	17.1
Cc1ccc(S(=O)(=O)NCCC(=O)NCCSc2ccc(Br)cc2)cc1	-12.1	4.3	4.4	0.6	8.6	-6.4	-2.9	-10.1
CCOC(=O)c1nn(-c2cccc(Cl)c2)c2nc(CC(C)C)c(C#N)c(=O)n12	0.5	2.8	-2.6	/	/	13.7	/	/
C[C@H](CO)N1C[C@H](C)[C@H](CN(C)C)OCc2cn(nn2)CCCC1=O	/	1.3	0.5[16.7 µM]	/	-0.7	-11.4	6.7	-0.5
Cc1ccccc1NC(=O)C1CCCN(S(=O)(=O)c2cnc[nH]2)C1 (configuration not stated)	-1.4	-2.1	1.5	91.1*	-8.0	9.2	-0.2	-3.2
CCN(CC)CCCNC(=O)c1oc2ccc3c(c2c1C)C(O)CC(C)(C)O3 (configuration not stated)	-1.4	-3.4	-3.9	6.3	/	7.2	-10.8	20.5
CCOC(=O)c1c(S(=O)(=O)N2CCN(C)CC2)c(C)n(C)c1C	5.3	6.6	-4.3	4.2	-9.7	3.4	8.4	/
CC(NC(=O)COC(=O)/C(=C/c1cccs1)c1cccs1)c1ccccc1 (configuration not stated)	/	/	/	2.7	/	23.4	9.8	11.5
CC1CCCCN1CCn1c(=S)[nH]c2ncccc2c1=O (configuration not stated)	-1.4	0.2	-3.4	/	1.9	/	/	/
O=C(Nc1nc2ccc(F)cc2s1)Oc1ccccc1	4.9	7.7	2.3	-1.1	-5.4	12.8	-15.6	-3.9
CN(C)c1ccc2c(c1)[C@H]1C[C@H](CC(=O)NCc3ccc(-c4ccccc4)cc3)O[C@H](CO)[C@H]1O2	/	-1.2	/	1.5	-6.2	-3.4	6.4	/

Individual results from above.
Result for `CC(NC(=O)c1ccccc1NS(=O)(=O)c1ccc(CCC(=O)O)cc1)c1ccccc1` (configuration not stated) in FN deposition inh: -2.0
Result for `CCOC(=O)c1c(S(=O)(=O)N2CCN(C)CC2)c(C)n(C)c1C` in CASP6 VEID inh: 4.2

The list continues.
canonical_smiles	Cneo AK release	PGC1a acetyl inh	miR122 inh	CASP6 VEID inh	FN deposition inh	PAX8 reporter	LGR2 inh	EWS-Fli inh
COc1ccc(CN(C)C[C@@H]2Oc3ccc(NC(=O)Nc4cccc5ccccc45)cc3C(=O)N([C@H](C)CO)C[C@H]2C)cc1	8.2	-0.4	-5.0[16.7 µM]	-0.4	/	3.7	-13.1	-1.2
CCN=C1SCC(=O)N1c1ccc(OC)cc1	-1.3	1.5	-6.0	/	3.5	-5.7	/	/
COc1ccc(-c2nnc(SCC(=O)NCCC(C)C)nc2-c2ccc(OC)c(OC)c2)cc1OC	1.8	-29.2	/	/	-1.6	8.2	-11.5	-3.2
CC(=O)Nc1cccc(-c2cc(NC(C)=O)c3ncc(-c4ccc(C(C)=O)cc4)n3c2)c1	0.3	-12.0	2.3	2.8	-0.2	11.5	4.0	3.1
O=C(C[C@@H]1C=C[C@H](NC(=O)Nc2ccccc2F)[C@H](CO)O1)NCc1ccc(-c2ccccc2)cc1	0.0	-4.5	-14.4[16.7 µM]	-0.6	-2.8	-14.9	-5.5	-77.3
Cc1onc(-c2ccccc2Cl)c1C(=O)Nc1ccc(S(=O)(=O)Nc2nccs2)cc1	/	/	/	-1.3	/	-38.0	-1.3	-4.9
CC(=O)NC1C(OCc2ccccc2)OC(COC(C)=O)C(OC(C)=O)C1OC(C)=O (configuration not stated)	1.1	/	/	-1.8	-6.6	22.6	4.9	-2.1
Cc1onc(-c2ccccc2)c1C(=O)Nc1nnc(N2CCCCCC2)s1	2.5	-13.8	-4.6	0.9	-6.1	-3.1	-7.6	3.5
CCOC(=O)N1CCN(c2c(NCc3cccs3)c(=O)c2=O)CC1	-0.4	1.6	4.0	-1.6	1.1	1.5	-27.0	28.0
CCOc1cc(C(=O)Nc2nnc(S(=O)(=O)N3CCOCC3)s2)cc(OCC)c1OCC	-0.2	3.0	2.7	3.6	-6.7	-5.9	2.7	/
CC(C)CC(=O)N1CC(C)N(C(=O)CC(C)C)CC1C (configuration not stated)	/	/	/	-2.1	4.0	-7.3	15.0	-1.5
CC(Cc1c[nH]c2ccccc12)C(=O)NCc1ccco1 (configuration not stated)	0.2	9.4	-3.3	42.3*	1.6	21.1	0.1	8.9
Cc1ccc(S(=O)(=O)Nc2ccc3c(c2)C(=O)N([C@@H](C)CO)C[C@@H](C)[C@@H](CN(C)S(=O)(=O)c2ccc(F)cc2)OCCCC[C@H](C)O3)cc1	0.9	-0.5	-3.7[16.7 µM]	3.7	/	-13.3	2.3	1.3
COc1ccccc1C(=O)Nc1ccc(S(=O)(=O)N2CCC(C)CC2)cc1	1.5	-11.7	-0.3	/	-3.5	10.9	-8.3	24.1
COc1ccc(CNC(=O)C/C(C)=N/NC(=O)c2ccccc2OC)cc1	2.3	/	/	4.1	-2.7	29.8	-25.6	2.2
COc1ccc(C(=O)Nc2ccc(C)cn2)cc1S(=O)(=O)N1CCCc2ccccc21	0.9	1.2	49.5	-4.3	4.5	-10.4	0.8	-0.1
CC(=O)c1c(C)[nH]c(C(=O)Nc2cccc(C#N)c2)c1C	1.5	/	/	2.6	-4.4	-31.1	9.5	-5.0
O=S(=O)(c1ccccc1)N1CCN(c2nnnn2-c2ccccc2)CC1	-0.6	-4.1	-10.7	/	3.7	3.7	/	/
COc1cc(C)ccc1OC(C)C(=O)Nc1ccc(N2CCCCC2)cc1 (configuration not stated)	1.4	13.1	-0.2	-1.5	-6.3	-0.7	11.5	1.5
O=C(NCc1ccccc1)[C@H]1[C@H](CO)[C@H]2Cn3c(cccc3=O)[C@@H]1N2C(=O)c1cnccn1	/	-1.6	/	1.9	/	/	-12.3	2.1
CC(=O)Nc1ccc(SCC(=O)Nc2sccc2C#N)cc1	/	-5.6	5.8	4.0	1.4	-39.2	-4.5	-38.3
CC(C)(C)NC(=O)CN(C(=O)CS(=O)CC(=O)Nc1ccc(F)cc1)c1ccccc1F (configuration not stated)	/	4.6	/	1.6	0.9	-0.3	5.0	0.3
CCOC(=O)c1[nH]c(C)c(/C(C)=N\O)c1C	1.5	6.8	-4.8	-4.9	-1.3	-4.2	4.1	-5.7
COc1ccc(NC(=O)N(C)C[C@@H]2Oc3ncc(C#C[C@H](C)O)cc3C(=O)N([C@@H](C)CO)C[C@@H]2C)cc1	-4.2	1.7	-2.3[16.7 µM]	0.1	/	/	-3.5	-1.6
Cc1cc(C)c[n+](CC(=O)c2ccc(-c3ccccc3)cc2)c1	/	/	/	-11.3	-2.6	1.2	1.2	2.3
COc1ccc(C(=O)NCC(=O)NCC(=O)OCc2ccc(Br)cc2)cc1	3.8	8.2	-5.1	6.1	-6.4	-0.2	7.6	5.9
CC1(Cc2ccccc2Cl)C(=O)Nc2ccc(OC(F)(F)F)cc21 (configuration not stated)	3.8	-7.2	-1.6	9.9	-17.3	40.5	14.3	7.7
CN(C(=O)Cn1c(Cl)nc2c1c(=O)n(C)c(=O)n2C)C1CCS(=O)(=O)C1 (configuration not stated)	0.0	16.1	-2.1	1.0	7.7	-8.6	-6.3	-5.0
Cc1cc(C)n2nc(SCC(=O)N3CCC(C)CC3)nc2n1	0.5	26.6	2.8	1.2	4.0	10.6	7.0	5.7
CCNC(=O)Nc1ccc2c(c1)C(=O)N(C)[C@@H]1CC[C@H](CC(=O)N[C@@H](C)c3ccccc3)O[C@H]1CO2	1.2	/	/	4.5	-10.8	2.4	-12.3	-11.2
CC(C)(C)C1CCc2c(C(=O)NNC(=O)CCCC(=O)O)csc2C1 (configuration not stated)	-2.8	0.0	0.9	/	3.4	-10.6	12.0	/
CCOC(=O)C1(Cc2ccccc2C)CCCN(C(=O)CN2CCCCC2=O)C1 (configuration not stated)	2.2	-26.1	5.5	1.1	1.5	0.3	4.1	-20.7
Cc1nc(NS(=O)(=O)c2ccccc2)sc1NC(=O)Nc1ccc(Cl)cc1	-4.2	-8.2	2.9	4.6	0.1	-3.6	6.4	8.5
Cc1cccc(C)c1NC(=O)NN1C(C)CCCC1C (configuration not stated)	/	/	/	-1.5	-0.6	2.3	17.1	0.9
CCCN1C(=O)c2cc(C(=O)NC3CCCC3)ccc2C1O (configuration not stated)	-1.1	6.8	-1.4	2.7	-8.4	-20.0	8.0	-1.3
O=S(=O)(c1cccc(C(F)(F)F)c1)N1CCN(C(=S)NCc2ccco2)CC1	3.5	/	10.4	/	2.1	-2.4	-12.1	/

Four entries from above, with two lines to a compound:
Every second line gives: Cneo AK release | PGC1a acetyl inh | miR122 inh | CASP6 VEID inh | FN deposition inh | PAX8 reporter | LGR2 inh | EWS-Fli inh
- CCCN1C(=O)c2cc(C(=O)NC3CCCC3)ccc2C1O (configuration not stated)
 : -1.1 | 6.8 | -1.4 | 2.7 | -8.4 | -20.0 | 8.0 | -1.3
- CC(=O)Nc1ccc(SCC(=O)Nc2sccc2C#N)cc1
 : / | -5.6 | 5.8 | 4.0 | 1.4 | -39.2 | -4.5 | -38.3
- CCOC(=O)c1[nH]c(C)c(/C(C)=N\O)c1C
 : 1.5 | 6.8 | -4.8 | -4.9 | -1.3 | -4.2 | 4.1 | -5.7
- COc1ccc(C(=O)NCC(=O)NCC(=O)OCc2ccc(Br)cc2)cc1
 : 3.8 | 8.2 | -5.1 | 6.1 | -6.4 | -0.2 | 7.6 | 5.9
